OTUD3 inh = inhibitors of human OTUD3 deubiquitinase; Q5T2D3; purified OTUD3, Ub-rhodamine fluorescence, 2 h; inhibition, % at 25 µM; 0.7% of 47,000 active; AID 1645858
USP30 inh = blocks human USP30 ubiquitin-rhodamine cleavage | inhibition, % at 25 µM | Q70CQ3 | 5.3% of 47,000 active | purified USP30, Ub-rhodamine cleavage fluorescence
USP8 inh = inhibitors of human USP8 deubiquitinase | P40818 | purified USP8, Ub-rhodamine cleavage fluorescence, 30 min | inhibition, % at 20 µM | 4.2% of 47,000 active | AID 1645853
Target sequence (P40818 whole entry, looked up): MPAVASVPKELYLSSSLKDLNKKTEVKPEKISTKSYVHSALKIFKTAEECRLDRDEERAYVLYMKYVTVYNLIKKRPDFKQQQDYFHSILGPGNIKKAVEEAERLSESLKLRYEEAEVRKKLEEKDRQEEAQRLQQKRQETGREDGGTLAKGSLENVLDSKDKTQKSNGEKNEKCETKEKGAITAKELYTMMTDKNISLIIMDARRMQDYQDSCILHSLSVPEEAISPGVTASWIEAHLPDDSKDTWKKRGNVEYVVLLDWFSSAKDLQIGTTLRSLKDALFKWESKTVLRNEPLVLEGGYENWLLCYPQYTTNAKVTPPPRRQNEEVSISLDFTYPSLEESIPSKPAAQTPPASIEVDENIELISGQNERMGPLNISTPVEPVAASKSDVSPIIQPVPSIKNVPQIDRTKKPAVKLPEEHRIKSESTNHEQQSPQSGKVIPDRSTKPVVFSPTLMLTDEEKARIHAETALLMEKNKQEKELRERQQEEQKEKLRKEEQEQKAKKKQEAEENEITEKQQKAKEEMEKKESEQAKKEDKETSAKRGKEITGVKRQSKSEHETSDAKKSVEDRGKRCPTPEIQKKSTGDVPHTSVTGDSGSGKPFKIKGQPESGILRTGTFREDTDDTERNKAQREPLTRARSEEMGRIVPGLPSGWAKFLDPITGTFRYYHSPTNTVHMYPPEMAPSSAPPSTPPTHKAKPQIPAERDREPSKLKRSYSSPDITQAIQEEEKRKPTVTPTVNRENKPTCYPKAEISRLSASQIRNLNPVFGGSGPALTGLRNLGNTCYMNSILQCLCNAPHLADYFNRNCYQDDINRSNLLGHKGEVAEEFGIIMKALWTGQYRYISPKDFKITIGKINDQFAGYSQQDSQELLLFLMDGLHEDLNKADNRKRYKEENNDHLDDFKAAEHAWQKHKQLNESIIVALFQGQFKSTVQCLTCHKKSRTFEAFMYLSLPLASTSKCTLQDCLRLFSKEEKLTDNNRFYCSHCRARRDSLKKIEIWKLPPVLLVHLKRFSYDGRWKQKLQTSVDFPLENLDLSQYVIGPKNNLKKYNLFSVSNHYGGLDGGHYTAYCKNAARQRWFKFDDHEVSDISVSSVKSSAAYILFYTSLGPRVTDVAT
USP28 inh = human USP28 deubiquitinase inhibition | purified USP28, Ub-rhodamine cleavage fluorescence, 30 min | Q96RU2 | 3% of 47,000 active | inhibition, % at 25 µM
USP17 block = human USP17-like deubiquitinase inhibition; A8MUK1; purified USP17, Ub-rhodamine cleavage fluorescence, 3 h; inhibition, % at 50 µM; 6.5% of 47,000 active; AID 1645855
UCHL1 block = inhibitors of human UCHL1 deubiquitinase; P09936; purified UCHL1, Ub-rhodamine cleavage fluorescence; inhibition, % at 20 µM; 0.2% of 47,000 active; AID 1645859
USP10 block = inhibitors of human USP10 deubiquitinase. Q14694. purified USP10, Ub-rhodamine fluorescence, 60 min. inhibition, % at 20 µM. 1.1% of 47,000 active. AID 1645856
USP7 block = inhibitors of human USP7 deubiquitinase. Q93009. purified USP7, Ub-rhodamine cleavage fluorescence. inhibition, % at 20 µM. 0.3% of 47,000 active. AID 1645854
Numbers without * were called inactive; nt = no result given. Cut-off read from the data, not from the text of the source: active = inhibition above about 30%; inactive = the rest.

Values in the order: OTUD3 inh, USP30 inh, USP8 inh, USP28 inh, USP17 block, UCHL1 block, USP10 block, USP7 block
[1] O=C(C1CCCN(c2nccnc2Oc2ccccc2)C1)N1CCC2(CC1)OCCO2 (stereo not drawn)
→ 11.3, 18.2, 3.0, 7.0, -6.8, 3.1, -2.7, 3.3
[2] O=C(c1cnccn1)N1CCCC(c2ncc(Cc3cccc(F)c3)o2)C1 (stereo not drawn)
→ -5.6, 4.7, -17.6, -4.1, -2.2, 0.5, -2.0, -2.8
[3] O=C(c1ccc(Oc2ncc(C(F)(F)F)cc2Cl)cc1)C1CC1c1ccc(Cl)cc1 (stereo not drawn)
→ 13.3, 23.5, 17.2, 6.5, 19.4, 0.0, 5.6, 12.9
[4] Nc1c(C(=O)NCc2ccc3c(c2)OCO3)nnn1Cc1ccc(Br)cc1F
→ 22.4, 75.4*, 82.6*, 40.3*, nt, 6.9, 30.8*, 16.3
[5] CS(=O)(=O)N1CCc2cc(C(=O)N(Cc3ccccc3)Cc3ccccc3)ccc21
→ 3.5, 28.5, -11.4, 8.7, 11.4, 5.9, 10.9, -2.4
[6] Cc1nn(-c2ccccc2)c2c1nc(CCC(=O)NC1CCCCC1)c(=O)n2C
→ 13.3, 19.3, 7.3, 11.7, 1.0, 2.2, 3.6, -0.4
[7] Cc1occc1C(=O)N1CCC2(CCCN(c3ncccn3)C2)C1 (stereo not drawn)
→ -1.2, -12.1, -67.2, -7.1, -15.1, -2.2, -7.5, -0.8
[8] Cc1nc(NCc2ccccc2)ncc1C(=O)NCc1ccc2c(c1)OCO2
→ -63.1, -238.4, 1.2, -9.5, 3.1, -12.5, -1.4, -9.1
[9] O=C(NCC1CC1)c1ccc2nnc(C3CCN(Cc4ccccc4)C3)n2c1 (stereo not drawn)
→ 10.3, 2.8, -14.0, 8.8, 4.9, 2.9, -1.1, 2.9
[10] Cc1cccc(-n2c3c(c(=O)[nH]c2=O)CN(Cc2ccco2)CN3)c1
→ -3.0, -1.5, -9.5, -11.3, -6.7, 0.6, -1.2, 0.1
[11] Cc1ccc(CNC(=O)c2cc(=O)nc3sc(N4CCCCCC4)nn23)cc1
→ 10.6, 30.7*, 13.6, 17.1, 3.8, 0.7, -0.1, -9.4
[12] O=C1NC(Cc2c[nH]c3ccccc23)C(=O)NC1Cc1c[nH]c2ccccc12 (stereo not drawn)
→ 3.3, 5.4, -1.6, 9.1, 1.8, 0.9, -5.6, -2.1
[13] CCC(C)Nc1ncnc2c1CN(C1CCCNCC1)C(=O)CN2C (stereo not drawn)
→ 3.5, 15.0, -82.7, 3.9, -5.2, 0.1, -1.3, -155.1
[14] O=C(O)CCS/C=C/c1ccccc1
→ 9.5, 8.1, -1.9, 2.3, 15.0, 0.8, 0.1, nt
[15] COc1ccc(C(=O)Nc2cc(-c3ccccn3)no2)cn1
→ 15.3, 20.2, 17.4, 62.5*, 4.8, 0.2, -0.4, 3.3
[16] CN1CC(=O)N(C2CCNCC2)Cc2c(NCCCc3ccccc3)ncnc21
→ 0.6, nt, -1.0, nt, -32.3, -3.7, -1.3, -0.7
[17] COc1ccccc1N(CC(=O)N1CCc2ccccc21)S(=O)(=O)c1ccc(Cl)cc1
→ 12.1, 20.0, 11.7, 14.1, 10.9, 3.5, 6.1, 6.5
[18] CN1c2ccccc2C(=O)NC12CCN(C(=O)Nc1ccc(F)cc1)CC2
→ 17.9, 15.9, 15.2, 10.0, 2.1, -0.9, 3.1, -3.3
[19] O=C1CCCC[C@@H]2[C@H](CCN2Cc2ccc3ncccc3c2)N1Cc1ccccc1F
→ -21.0, -65.4, 47.2*, -23.4, 7.6, -10.4, -1.7, -5.8
[20] O=C1CC(c2ccccc2)n2ncnc2N1 (stereo not drawn)
→ 3.2, -0.6, 2.8, -8.9, 3.0, -3.0, 11.9, 1.7
[21] O=C(O)CSc1nnc(-c2ccc(Br)cc2)n1Cc1ccco1
→ -0.8, -54.0, -8.4, -10.4, -7.3, -3.4, 2.9, -14.9
[22] Cc1cc(NS(=O)(=O)c2ccc(NC(=O)COc3ccc(Cl)cc3)cc2)no1
→ -2.6, 10.0, 11.3, 4.7, 3.2, -7.2, 5.6, -5.4
[23] COc1ccc(-c2ccc(=O)n(CC3CCNCC3)n2)cc1
→ 9.8, 26.1, 21.6, 15.6, 23.4, 1.7, 6.9, 4.0
[24] Cc1ccc(CN2C(=O)N(Cc3ccc(F)cc3)S(=O)(=O)c3ccccc32)cc1
→ 6.4, 11.5, 10.7, 1.1, 2.0, 2.9, 11.4, -23.3
[25] COc1ccccc1N1CC(c2nc3ccccc3n2CCCCOc2ccccc2)CC1=O (stereo not drawn)
→ -0.4, 3.7, 2.1, 6.6, 20.9, 1.2, -5.0, 0.0
[26] O=C(c1n[nH]c2c1CCCC2)N1CCC(Nc2cccnc2)C1 (stereo not drawn)
→ -16.3, -47.4, -164.5, -13.8, nt, -4.9, -3.4, -2.7
[27] Cc1ccccc1CN1CCC(C2CCCCCN2C(N)=O)CC1 (stereo not drawn)
→ 9.9, 6.7, -10.2, 6.0, 0.1, 1.1, -4.3, 1.9
[28] COc1ccc(-c2ccccc2)cc1[C@H]1C[C@@H](NC(C)=O)[C@@H]2CCC[C@H]2O1
→ -3.9, -1.9, 2.8, 5.6, 0.4, 3.6, 2.4, -19.8
[29] COc1ccc(OCC(O)CNC(=O)Nc2ccc(OC(F)(F)F)cc2)cc1 (stereo not drawn)
→ -0.4, -4.6, -4.2, -11.6, 13.0, -2.8, 1.1, 0.5
[30] C[C@H]1C(=O)N(C)[C@@H]2CCN(S(=O)(=O)c3cccc(Cl)c3)[C@@H]2C(=O)N1C
→ 7.6, 22.2, 18.9, 0.6, 11.3, 2.5, 3.6, 4.1

2 entries from above in a different format:
12. O=C1NC(Cc2c[nH]c3ccccc23)C(=O)NC1Cc1c[nH]c2ccccc12 (stereo not drawn)
  OTUD3 inh: 3.3
  USP30 inh: 5.4
  USP8 inh: -1.6
  USP28 inh: 9.1
  USP17 block: 1.8
  UCHL1 block: 0.9
  USP10 block: -5.6
  USP7 block: -2.1

13. CCC(C)Nc1ncnc2c1CN(C1CCCNCC1)C(=O)CN2C (stereo not drawn)
  OTUD3 inh: 3.5
  USP30 inh: 15.0
  USP8 inh: -82.7
  USP28 inh: 3.9
  USP17 block: -5.2
  UCHL1 block: 0.1
  USP10 block: -1.3
  USP7 block: -155.1

Next records
Values in the order: OTUD3 inh, USP30 inh, USP8 inh, USP28 inh, USP17 block, UCHL1 block, USP10 block, USP7 block
[31] Cc1nc(N2CCN(C)CC2)ncc1C(=O)NCCCc1ccccc1
→ 2.9, 18.4, 1.3, 11.3, 12.6, 0.1, 1.9, 2.1
[32] O=C(Cn1cc(S(=O)(=O)Cc2ccccc2)c2ccccc21)NCCC1=CCCCC1
→ -8.2, -55.2, -5.7, -5.9, -12.6, 1.6, 12.3, 4.3
[33] O=C(NC1CCCCC1)C(c1ccccc1)N(C(=O)c1cccs1)c1ccc2c(c1)OCO2 (stereo not drawn)
→ -4.5, 11.7, 11.7, -5.6, 1.5, -1.1, 2.7, 0.4
[34] Cc1cccc(C)c1NC(=O)c1nnn(-c2ccc3noc(-c4ccccc4)c3c2)c1C
→ 1.1, -0.4, -17.9, 8.2, -1.2, 4.7, -2.0, 5.0
[35] Cc1c(C(=O)N2CCC[C@H]2[C@H](O)c2nccs2)oc2ccccc12
→ -0.4, -14.9, 2.7, -0.6, -1.1, 0.8, 0.1, -3.2
[36] O=C1CN(Cc2ccccc2F)S(=O)(=O)c2ccccc2N1Cc1ccc(F)cc1
→ 12.8, 28.1, 9.0, 9.8, 8.4, 4.7, 8.1, 10.4
[37] N#Cc1cccc(NC(=O)COC(=O)CCc2ccc(S(=O)(=O)N3CCOCC3)cc2)c1
→ 5.3, 15.2, 10.8, 12.9, 1.7, 8.5, 2.6, 10.6
[38] CS(=O)(=O)N1CC(C(=O)NC2CCCC2)Oc2ccc(Cl)cc21 (stereo not drawn)
→ 0.6, 0.7, -2.3, -0.6, -2.9, -0.5, 0.1, 0.0
[39] O[C@@H]1C[C@H]2CN(Cc3ccc(F)cc3)[C@H](Cc3ccccc3)CN2C1
→ 0.5, -9.4, 16.2, 3.0, -0.8, 4.1, -4.7, -1.6
[40] CC1Cc2cccc3c(=O)c(C(=O)N4CCOCC4)cn1c23 (stereo not drawn)
→ 15.3, 28.1, 23.1, 12.7, 16.2, 3.2, 1.4, 6.7
[41] O=S(=O)(c1ccccc1)c1cnc2ccc(F)cc2c1N1CCCCCC1
→ 0.2, 9.3, 14.2, 3.5, 9.2, 8.3, 1.9, -0.9
[42] COc1ccccc1C1CCN(c2ccc(CO)cc2[N+](=O)[O-])CC1
→ -11.5, -11.4, -92.6, 8.6, -5.8, 5.5, 15.6, -137.3
[43] Cc1[nH]c2ccc(C(=O)N3CCOC(C)(C(N)=O)C3)cc2c1C (stereo not drawn)
→ 7.9, 0.0, 11.6, 6.7, 1.5, -0.1, 2.4, 2.3
[44] CCOc1ccccc1NC(=O)CSc1cn[nH]n1
→ -2.3, -3.9, -0.8, -4.0, -4.8, 0.4, 2.3, -0.5
[45] Cc1ccc(OCc2nc(CC(=O)Nc3cccc(F)c3)cs2)cc1
→ -5.2, -33.1, -2.8, -8.3, -7.5, -1.3, 2.2, 1.8
[46] CC(C)CC(=O)N1CCN(C2CCN(Cc3ccccc3)CC2)CC1
→ 0.0, -2.0, -4.3, -6.3, -2.0, -2.3, -0.4, -1.0
[47] O=C(CN1C(=O)CSc2cccn2-c2ccccc21)NCc1ccccc1F
→ 15.7, -6.6, 9.1, 13.0, 8.4, 2.8, 0.0, 3.4
[48] O=C(OCc1cccc(Cl)c1)c1ccc2ccccc2n1
→ 17.2, 21.5, 10.5, 90.9*, 25.1, 4.9, 12.4, 4.4
[49] O=C(O)c1cc2c([nH]c3ccccc32)c(C(=O)c2c[nH]c3ccccc23)n1
→ -9.4, -150.5, -41.2, -16.4, -21.5, -7.9, -9.0, -22.8
[50] O=[N+]([O-])c1cccc(CSc2nnc(/C=C/c3ccccc3)o2)c1
→ 11.6, 25.5, 10.2, 57.5*, 18.3, 7.4, 8.6, 6.3
[51] NC(=O)c1ccc(CN2CCC3(CC2)CC3c2nc(-c3cccc(Cl)c3)no2)cc1 (stereo not drawn)
→ -19.9, -41.5, -39.4, -6.8, -40.9, 2.0, -9.5, -11.0
[52] COc1nc2ccc(C)cc2cc1-c1noc(-c2cccnc2)n1
→ -24.9, -111.3, -90.0, -23.9, -24.6, -4.3, -9.0, -1.9
[53] CCN(CC(=O)Nc1ccc2c(c1)OCCO2)S(=O)(=O)c1ccc(Cl)cc1C(F)(F)F
→ 12.6, 17.3, 20.0, 20.3, 14.2, 6.8, 0.0, 7.8
[54] Cn1c(=O)n(C2CCN(C(=O)Cc3ccc(F)cc3)C2)c2ncncc21 (stereo not drawn)
→ -4.2, 2.7, 5.1, -4.7, -2.0, -2.4, 1.0, 1.7
[55] C[C@H]1C(=O)N(C)[C@@H]2CCN(S(=O)(=O)c3cccc(C#N)c3)[C@@H]2C(=O)N1C
→ 2.4, 10.4, 8.2, -1.9, 4.5, 1.8, -0.4, 8.3
[56] O=S(=O)(c1ccc(F)cc1)N1CCC2(CC1)COCCN(Cc1cccnc1)C2
→ -8.0, -9.4, -39.7, -16.2, -14.9, -4.8, -4.1, 0.0
[57] CCC(=O)Nc1ccc(-n2cnc(C(=O)N3CCCCC3)c2)nc1
→ -3.1, 6.9, 0.3, -2.4, nt, -0.1, -1.4, 2.1
[58] CNC(=O)c1c2n(c3ncccc13)CC(C)N(S(=O)(=O)C1CC1)C2 (stereo not drawn)
→ 6.8, 4.6, 20.4, 7.6, 11.4, -0.9, -5.7, -0.6

Reprinted at random: 6 compounds from above
Values in the order: OTUD3 inh, USP30 inh, USP8 inh, USP28 inh, USP17 block, UCHL1 block, USP10 block, USP7 block
[51] NC(=O)c1ccc(CN2CCC3(CC2)CC3c2nc(-c3cccc(Cl)c3)no2)cc1 (stereo not drawn)
→ -19.9, -41.5, -39.4, -6.8, -40.9, 2.0, -9.5, -11.0
[32] O=C(Cn1cc(S(=O)(=O)Cc2ccccc2)c2ccccc21)NCCC1=CCCCC1
→ -8.2, -55.2, -5.7, -5.9, -12.6, 1.6, 12.3, 4.3
[46] CC(C)CC(=O)N1CCN(C2CCN(Cc3ccccc3)CC2)CC1
→ 0.0, -2.0, -4.3, -6.3, -2.0, -2.3, -0.4, -1.0
[47] O=C(CN1C(=O)CSc2cccn2-c2ccccc21)NCc1ccccc1F
→ 15.7, -6.6, 9.1, 13.0, 8.4, 2.8, 0.0, 3.4
[33] O=C(NC1CCCCC1)C(c1ccccc1)N(C(=O)c1cccs1)c1ccc2c(c1)OCO2 (stereo not drawn)
→ -4.5, 11.7, 11.7, -5.6, 1.5, -1.1, 2.7, 0.4
[40] CC1Cc2cccc3c(=O)c(C(=O)N4CCOCC4)cn1c23 (stereo not drawn)
→ 15.3, 28.1, 23.1, 12.7, 16.2, 3.2, 1.4, 6.7
